Spn MK inh = S. pneumoniae mevalonate kinase inhibition. inhibition, % at 10 µM. purified MK, PK/LDH-coupled NADH absorbance 340 nm. 0.48% of 65,000 active;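 active = ranked among the strongest by inhibition in the single 10 µM screen, a fixed top-ranked set picked for dose follow-up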; also: no value below 0 was filed
TNAP inhibition = human TNAP enzyme inhibitors, biochemical, luminescent (AID 518). purified TNAP enzyme, luminescent substrate readout; higher % means a stronger effect. inhibition, % at 20 µM, or IC50 in µM where a hit was titrated. 0.09% of 64,000 active; in the data active = a potency from the dose series; inactive = the rest, 99 in 100 with inhibition below about 22%;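 also: plate controls were vehicle for no effect and reference inhibitor for full effect; many of its hits are not listed in these tables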
LYP inhibition = LYP phosphatase inhibitors, primary screen, biochemical, DiFMUP fluorescence, recombinant catalytic domain, 10 µM (AID 606); 52,000 tested, under 10 active; inhibition, % at 10 µM; hits with a dose series show IC50 in µM; recombinant LYP catalytic domain, DiFMUP fluorescence; higher % means a stronger effect;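 active = IC50 under 40 µM in the dose-response test; inactive = IC50 of 40 µM or more, or never dose-tested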
DPM-DC inhibit = inhibitors of Streptococcus pneumoniae diphosphomevalonate decarboxylase; 0.49% of 65,000 active; purified DPM-DC, PK/LDH coupled NADH fluorescence; calls only at 10 µM;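 active = the 320 compounds with the highest percent inhibition in the single-dose primary screen, excluding strongly autofluorescent ones, cut at about 32% in these data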;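 also: kinetic rate of NADH fluorescence loss reporting ADP formed by the decarboxylase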
PMK inhibit = blocks S. pneumoniae phosphomevalonate kinase; inhibition, % at 10 µM; 0.49% of 65,000 active; AID 539; purified PMK, PK/LDH-coupled NADH absorbance 340 nm;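 active = top-ranked compounds by inhibition in the single 10 µM screen, taking a fixed number of the strongest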;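 also: 0% = full reaction with DMSO carrier and 100% = background rate without enzyme reaction; no value below 0 was filed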
HPDE-C7 cytotoxicity = HPDE-C7 pancreatic duct cell viability loss – fluorescence, HTS (AID 430). HPDE-C7 pancreatic duct cells viability, fluorescence; higher % means a stronger effect. 1.8% of 63,000 active. one-dose cytotoxicity, % at 10 µM; EC50 in µM for titrated hits;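 also: cells exposed to compound for 48 hours before viability readout; 0% = vehicle and 100% = reference cytotoxic drug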
Bfl-1 displacement = Bfl-1 inhibitors, primary screen, biochemical, fluorescence polarization, FITC-Bid, mouse (AID 432); 0.02% of 64,000 active; displacement, % at 20 µM, or IC50 in µM where a hit was titrated; FITC-Bid BH3 peptide fluorescence polarization displacement; higher % means a stronger effect; in the data active = a potency from the dose series; inactive = the rest, 99 in 100 with displacement below about 15%; also: strong numbers were not always called active
HPDE-C7K KRASV12 = viability loss of HPDE-C7K cells – cell-based, fluorescence, HTS, primary screen (AID 431) | HPDE-C7K KRASV12 cells, Alamar Blue viability, 48 h; higher % means a stronger effect | cytotoxicity, % at 10 µM, or EC50 in µM where a hit was titrated | 1.7% of 63,000 active;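 active = compounds whose percent cytotoxicity in the single-dose primary screen, scaled between solvent and toxic-drug controls, exceeds 50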;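 also: 0% = DMSO solvent wells and 100% = doxorubicin-treated wells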
HT1080 cytotoxicity = cytotoxicity in HT1080 fibrosarcoma cells, cell-based, fluorescence readout (AID 620) | HT1080 viability, fluorescence; higher % means a stronger effect | 0.42% of 87,000 active | cytotoxicity, % at 10 µM, or EC50 in µM where a hit was titrated;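 also: cells exposed to compound overnight then 4 h with Alamar Blue; 0% = vehicle DMSO and 100% = killing control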
PMK inhibit pilot replicates = recorded beside PMK inhibit, whose call it bears; inhibition, %; measured here: pilot screen replicates
Spn MK inh pilot replicates = recorded beside Spn MK inh, whose call it bears; inhibition, %; measured here: pilot screen replicates
DPM-DC inhibit pilot screen % = second read-out of DPM-DC inhibit, no call of its own (marks repeat the call); inhibition, %; measured here: pilot screen trials
Starred values were filed as active, the others as inactive; i = inactive; / = not tested or not shown; + = active, no number. Rule as the data show it, unless noted: active = cytotoxicity above about 50%; inactive = the rest.

SMILES	Spn MK inh	TNAP inhibition	LYP inhibition	DPM-DC inhibit	PMK inhibit	HPDE-C7 cytotoxicity	Bfl-1 displacement	HPDE-C7K KRASV12	HT1080 cytotoxicity	others
CCOc1ccc(OCc2ccc(C(=O)N3CCCC3)o2)cc1	2	9%	9%	i	0	9%	-11%	3%	3%
COC(=O)Cn1ncn2c(cc3oc(C)cc32)c1=O	5	6%	9%	i	11	-8%	-2%	5%	1%
Cc1cc(C)n2cc(CSCc3ccco3)nc2n1	0	18%	12%	i	19	2%	2%	11%	-1%	PMK inhibit pilot replicates=4.5;Spn MK inh pilot replicates=0.0;DPM-DC inhibit pilot screen %=9.0
COc1ccc(-c2n[nH]c(C)c2-c2ccc(OC)c(OC)c2)c(O)c1	4	-27%	/	i	6	32%	-2%	40%	1%
Nc1c(S(=O)(=O)c2cccc(Cl)c2)c2nc3ccccc3nc2n1/N=C/c1ccc(O)c(O)c1	5	11%	/	i	12	117%*	-6%	126%*	14%
Cn1nnnc1P(=O)(c1ccccc1)c1ccccc1	10	0%	/	i	14	-6%	2%	1%	3%
Cc1cccc(-n2ncc3c(NCc4cccs4)ncnc32)c1	8	14%	-1%	i	12	4%	-1%	16%	12%	PMK inhibit pilot replicates=0.0;Spn MK inh pilot replicates=0.0;DPM-DC inhibit pilot screen %=0.0
Cc1cccc(NC(=O)Cn2c(C)c(C#N)c3ccccc32)c1C	1	1%	/	i	8	-5%	-3%	-3%	11%
N#Cc1c(NC(=O)CSc2nnc(-c3ccncc3)n2CC2CCCO2)sc2c1CCCC2 (stereo not drawn)	7	18%	-18%	i	18	5%	-4%	8%	22%
Cc1nc(NC2=NCN(Cc3cccnc3)CN2)nc2c(C)cccc12	7	1%	87%	i	9	30%	0%	22%	19%
CCO/C=N/c1c(C#N)c2c(c(=S)n1C)COC(C)(C)C2	13	10%	4%	i	5	/	-2%	/	-8%
Cc1cc(NS(=O)(=O)c2ccc(NC(=O)NC3CCCCC3)cc2)no1	6	10%	5%	i	10	7%	0%	-3%	-4%
CC(C)N1CC23C=CC(O2)C(C(=O)OCc2ccccc2)C3C1=O (stereo not drawn)	7	11%	8%	i	0	-10%	-3%	-1%	2%
Cc1ccc(C(=O)N(c2ccccn2)C(C)c2ccco2)cc1 (stereo not drawn)	4	10%	15%	i	12	13%	-4%	10%	-4%
O=C(COC(=O)C1CCCCC1)Nc1ccc(N2CCCCC2)cc1	9	13%	/	i	0	2%	-2%	5%	-3%
CCn1ncc(Br)c1C(=O)Nc1cc(C)ccc1F	0	4%	-1%	i	6	-9%	2%	-9%	-1%
Cc1nc2ccc(S(=O)(=O)NCC(=O)NCc3ccc4c(c3)OCO4)cc2s1	0	6%	2%	i	7	0%	-2%	2%	30%
NS(=O)(=O)c1ccc(C(=O)O)cc1	5	0%	18%	i	4	-16%	-4%	4%	-7%	PMK inhibit pilot replicates=0.0;Spn MK inh pilot replicates=0.0;DPM-DC inhibit pilot screen %=0.0
CC(=O)Oc1cccc(N2C(=O)C3C4C=CC(C4)C3C2=O)c1 (stereo not drawn)	5	10%	5%	i	6	-12%	-1%	-2%	-10%
Cc1ccc2nc3c(cc(C#N)c(=O)n3CCN3CCOCC3)c(=O)n2c1	7	7%	11%	i	1	/	0%	/	1%
Cc1ccc(S(=O)(=O)n2nc(OC(=O)c3ccco3)cc2N)cc1	0	19%	/	i	11	-14%	-6%	16%	16%	PMK inhibit pilot replicates=5.5;Spn MK inh pilot replicates=4.0;DPM-DC inhibit pilot screen %=0.5
O=C1c2cccnc2-c2ncccc21	14	-1%	11%	i	13	3%	1%	-2%	4%
Cc1ccc(S(=O)(=O)NCCNC(=O)C2CCCNC2=O)cc1 (stereo not drawn)	8	17%	10%	i	10	4%	-6%	3%	8%	PMK inhibit pilot replicates=0.0;Spn MK inh pilot replicates=0.0;DPM-DC inhibit pilot screen %=0.5
CS(=O)(=O)N(CC(=O)NCCSC1CCCCC1)c1ccc2c(c1)OCO2	18	13%	10%	i	11	5%	-4%	4%	-2%
O=C(NCN1C(=O)C2C3C=CC(C3)C2C1=O)OC1CCCCC1 (stereo not drawn)	3	3%	11%	i	6	-4%	-4%	-3%	-4%
SMILES	Spn MK inh	TNAP inhibition	LYP inhibition	DPM-DC inhibit	PMK inhibit	HPDE-C7 cytotoxicity	Bfl-1 displacement	HPDE-C7K KRASV12	HT1080 cytotoxicity	others
Cn1c(SCC(=O)Nc2cccc(O)c2)nnc1-c1ccc(S(=O)(=O)N2CCOCC2)cc1	5	10%	/	i	0	-11%	-8%	0%	4%
CCOC(=O)C1CCCN(C(=O)CSc2nccn2C)C1 (stereo not drawn)	0	-4%	/	i	0	-10%	-2%	0%	-10%
CN(C(=O)c1ccc(=O)[nH]c1)C1(C(=O)NC2CCCCC2)CCCCC1	8	-3%	/	i	12	-8%	-8%	-18%	-4%
CC(=O)OCCN1C(=O)c2cccnc2C1=O	2	5%	6%	i	1	-17%	8%	-23%	4%
CC(C)C(NS(=O)(=O)c1ccc2c(c1)oc(=O)n2C)C(=O)N1CCN(C2CCCCC2)CC1 (stereo not drawn)	0	5%	-10%	i	3	-2%	-1%	2%	3%
CCC(=O)N=c1sc2c(C)cc(C)cc2n1CC(=O)OC	8	9%	13%	i	8	1%	0%	-7%	1%
O=C(C1CCCCC1)N1CCC(c2nc3c(nnn3Cc3ccccc3Cl)c(=O)[nH]2)CC1	9	18%	6%	+	10	-6%	-4%	1%	-6%	PMK inhibit pilot replicates=1.5;Spn MK inh pilot replicates=0.0;DPM-DC inhibit pilot screen %=+
Cc1ccc(NC(=O)C2CC=CCC2C(=O)N2CCCCC2)cc1 (stereo not drawn)	0	19%	10%	i	24	23%	-2%	10%	9%	PMK inhibit pilot replicates=5.0;Spn MK inh pilot replicates=0.0;DPM-DC inhibit pilot screen %=0.0
CC(C)Oc1ccc(C(=O)Nc2cc(=O)n(C)c(=O)n2C)cc1	8	6%	9%	i	3	-8%	-1%	-16%	-2%
Cc1ccc(CNC(=O)C2C3C=CC4(CN(Cc5cccnc5)C(=O)C24)O3)cc1 (stereo not drawn)	0	10%	/	i	18	-2%	-6%	3%	/
Cc1cn2nc(N)c3ccccc3c2n1	2	5%	10%	/	13	-4%	9%	4%	-3%
COc1ccccc1C(=O)Nc1ccc(-c2nnc(SCC(=O)O)n2C)cc1	6	21%	12%	i	7	/	1%	/	-7%
Cc1ccc(NC(=O)COC(=O)C2CCC(=O)N2)c(S(=O)(=O)N2CCOCC2)c1 (stereo not drawn)	3	6%	-2%	i	10	/	6%	/	3%
O=C(CN1CCN(c2ccccn2)CC1)NC(=O)NC1CCCCC1	0	8%	-2%	i	4	7%	1%	2%	-13%
C[C@]12C=CC(=O)C=C1CC[C@@H]1[C@@H]2[C@@H](O)C[C@@]2(C)[C@H]1CC[C@]2(O)C(=O)COC(=O)CCC(=O)O	7	6%	14%	i	0	-4%	2%	-6%	1%	PMK inhibit pilot replicates=3.5;Spn MK inh pilot replicates=0.0;DPM-DC inhibit pilot screen %=3.5
O=c1c2ccccc2nc(COc2ccccc2)n1/N=C/c1ccco1	11	11%	15%	i	6	-10%	-8%	-6%	2%
COc1cc(C2c3c(-c4ccccc4)n[nH]c3C(=O)N2c2ccccc2)ccc1O (stereo not drawn)	11	4%	14%	i	16	39%	-6%	39%	18%
O=c1c(-c2ccccc2)c(O)nc2ccccn12	3	6%	/	i	18	-1%	-4%	2%	3%
O=C1CC(c2cccs2)CC(O)=C1C=NCCN1CCNCC1 (stereo not drawn)	9	7%	-13%	i	15	0%	-5%	1%	-2%
Cn1ncc2nc[nH]c(=O)c21	0	6%	-4%	i	3	-9%	-8%	-6%	4%
O=C(Nc1ccc(OC(F)(F)F)cc1)C1=NCCN1	12	12%	/	i	3	-22%	-9%	-15%	/
C=C(C)CSc1nnc([C@@H]2CCCN2C(=O)OC(C)(C)C)o1	3	-2%	0%	i	0	0%	-5%	7%	-7%
Nc1c(C(=O)c2cccs2)oc2ccccc12	7	6%	-1%	i	13	6%	0%	-7%	0%
CC(C)(C)c1csc(NC(=O)c2ccc(Cl)s2)n1	10	/	6%	i	2	/	/	/	1%
Cc1ccc2c(c1)c1c(n2CC2COC(C)(C)O2)C(=O)CCC1 (stereo not drawn)	9	1%	-3%	/	1	-20%	3%	-20%	-1%

Continued; it opens with the five that closed the last part.
SMILES	Spn MK inh	TNAP inhibition	LYP inhibition	DPM-DC inhibit	PMK inhibit	HPDE-C7 cytotoxicity	Bfl-1 displacement	HPDE-C7K KRASV12	HT1080 cytotoxicity	others
O=C(Nc1ccc(OC(F)(F)F)cc1)C1=NCCN1	12	12%	/	i	3	-22%	-9%	-15%	/
C=C(C)CSc1nnc([C@@H]2CCCN2C(=O)OC(C)(C)C)o1	3	-2%	0%	i	0	0%	-5%	7%	-7%
Nc1c(C(=O)c2cccs2)oc2ccccc12	7	6%	-1%	i	13	6%	0%	-7%	0%
CC(C)(C)c1csc(NC(=O)c2ccc(Cl)s2)n1	10	/	6%	i	2	/	/	/	1%
Cc1ccc2c(c1)c1c(n2CC2COC(C)(C)O2)C(=O)CCC1 (stereo not drawn)	9	1%	-3%	/	1	-20%	3%	-20%	-1%
CC1CCN(S(=O)(=O)Cc2ccccc2Cl)CC1	0	4%	-9%	i	9	-19%	-6%	-7%	2%
CCCCN(C)C(=O)C1CCC(=O)N(c2cc(OC)c(OC)c(OC)c2)C1c1ccc(OC)cc1 (stereo not drawn)	11	10%	3%	i	1	-9%	-6%	-4%	4%
Cc1c(C(=O)COC(C)(C)C)[nH]c2ccccc12	6	8%	/	i	0	-1%	-1%	-9%	0%
NC(=O)CSc1nnc(-c2ccoc2)o1	11	14%	13%	i	10	-9%	-2%	6%	26%
COc1ccc(F)cc1S(=O)(=O)n1cc(C)nc1-c1ccccc1	9	11%	10%	i	5	-2%	2%	-9%	2%
Cc1ccc(OCCCN(C)C)c(Br)c1	45*	5%	/	i	13	-4%	0%	-3%	-3%
Cc1ccc(Cn2c3ccccc3c3cn[nH]c(=O)c32)cc1	12	6%	7%	i	0	9%	8%	12%	4%
COc1ccc(C(=O)N2CCCc3ccccc32)cc1	0	6%	7%	i	0	-17%	0%	-10%	-5%	PMK inhibit pilot replicates=1.5;Spn MK inh pilot replicates=1.5;DPM-DC inhibit pilot screen %=3.5
O=C(O)c1cc(C(=O)O)c(-c2ccccc2)c(C(=O)O)c1	8	9%	5%	i	0	-23%	-1%	-13%	/
CCC(C)(C(=O)NC1CCCC1)N(Cc1cccs1)C(C)=O (stereo not drawn)	0	8%	10%	i	18	-24%	-10%	-2%	3%	PMK inhibit pilot replicates=0.0;Spn MK inh pilot replicates=0.0;DPM-DC inhibit pilot screen %=0.5
CCOC(=O)c1cc2sccc2n1CC(=O)N1c2ccccc2CC1C (stereo not drawn)	10	4%	-6%	i	10	-22%	-2%	-18%	1%
CC(=O)c1ccc(OC(C)C)c(CSc2nc(O)cc(=O)[nH]2)c1	6	13%	5%	i	6	7%	9%	-13%	3%

Compound activity as filed in PubChem BioAssay.
